Assay outcomes: PubChem BioAssay, several laboratories
RmlCD inh mix – mixture blocks RmlC and RmlD coupled enzyme activity; inhibition, % at 5.5 µM; RmlC/RmlD coupled enzyme inhibition, 384-well mixture HTS; actives 0.39% (n = 110,000); in the data active means inhibition above about 30%, passing the limit was not always enough; inconclusive means no clear call, values can overlap the other calls; further: strong numbers were not always called active
HIV RNase H inh – inhibitors of HIV-1 reverse transcriptase RNase H; P04585; RT-RNase H RNA/DNA duplex cleavage, fluorescence; inhibition, % at 10 µM; actives 1.9% (n = 65,000); AID 565; in the data active means inhibition above about 50%
Active calls of the source: *; ? = inconclusive; . = no result given; & = joins results of further samples. Only part of the results is shown. The share of hits here may be higher or lower than overall.

SMILES	RmlCD inh mix	HIV RNase H inh
O=C(Nc1nc(-c2cccnc2)cs1)c1ccc(S(=O)(=O)N2CCOCC2)cc1	-61.2	-1.2
COC(=O)c1sc(NC(=O)c2ccco2)nc1C	4.2	3.5
O=c1c2ccccc2n2cnnc2n1-c1ccccc1	-6.8	-14.0
O=C(CSc1oc(-c2ccc(F)cc2)nc1S(=O)(=O)c1ccccc1)NCC1CCCO1 (configuration not stated)	-14.8	.
O=C(NCCc1csc(-c2cccnc2)n1)c1cccc2ccccc12	-10.6	.
Cc1occc1C(=O)Nc1c(F)cc(F)cc1Br	4.2	-13.1
COc1cccc(NC(=S)/C(=C(\[O-])c2ccc(C)c([N+](=O)[O-])c2)[n+]2ccccc2)c1	-0.5	.
CCOC(=O)c1ccc(CNC(=O)C2CCCCC2C(=O)OCC(F)(F)F)o1 (configuration not stated)	-4.2	-4.6
Cc1ccccc1NC(=O)c1ccccc1	-3.5	-3.9
Cc1cc(C)cc(N(C(=O)c2csnn2)C(C(=O)NC(C)(C)C)c2cccs2)c1 (configuration not stated)	6.4	.
CCc1c(C)nc2ncnn2c1N1CCCC(C(=O)NCCc2ccccc2)C1 (configuration not stated)	14.1	0.6
C/C(=N\OC(=O)c1ccc(F)cc1)c1nccs1	-129.0	.
Nc1cc(C(=O)c2ccccc2)ccc1N1CCOCC1	-9.4	.
C=CCn1c(CCNC(=O)c2cccs2)nnc1SCC(=O)Nc1cccc(F)c1	6.7	.
COc1cccc(C2=CC(c3cc(OC)ccc3OC)n3nnnc3N2)c1 (configuration not stated)	.	-25.1
COc1ccccc1-c1nnc(SCCN2CCOCC2)n1-c1ccc(C)cc1	-6.1	3.4
O=C(C1=C[C@@H](c2ccc(Br)cc2)C[C@@H](OCCCCO)O1)N1CCN(Cc2ccccc2)CC1	-9.1	.
CSc1nc2sc3c(c2c2nnnn12)CCCC3	4.1	51.1*
CN(C)C(=O)CSc1nnc(CCNC(=O)OC(C)(C)C)o1	16.4	0.4
CCN1CCN(c2cc(C)c3cc(NC(=O)Cc4ccccc4OC)ccc3n2)CC1	13.9	.
Fc1ccc2c(c1)C1C=CCC1C(c1cc3c(cc1Br)OCO3)N2 (configuration not stated)	31.8	.
COc1ccc(NC(=O)c2oc3cc(C)c(C)cc3c2C)c(OC)c1	4.9	-2.9
CC(C)CCn1nnnc1C(c1ccc(F)cc1)N1CCN(C(=O)c2ccco2)CC1 (configuration not stated)	-8.2	-13.1
O=C(O)C(F)(F)S(=O)(=O)O	4.4	-10.8
Cc1noc(C)c1COC(=O)c1cccnc1SCC(=O)Nc1ccc2c(c1)OCO2	10.2	-72.3
SMILES	RmlCD inh mix	HIV RNase H inh
COc1ccc(N=NC2=C(O)CC(C)(C)CC2=O)c(OC)c1	0.5	.
COc1ccc(-n2c(=O)c3ccccc3n(CC(=O)NC3CCCC3)c2=O)cc1	-12.0	-4.7
Cc1ccccc1NC(=O)c1c(F)c(F)c(F)c(F)c1F	22.0	-6.6
Nc1ccccc1Nc1ccccc1	-10.0	.
O=C(CSc1nnc2scc(-c3ccccc3)n12)N1CCN(Cc2ccccc2)CC1	5.0	-1.8
O=c1c(-c2ccc3c(c2)OCCO3)c(C(F)(F)F)oc2cc(O)cc(O)c12	5.7	6.0
Cc1cc(N2CCCC2=O)cc(C)c1S(=O)(=O)NCCOc1ccc(C(C)(C)C)cc1	-8.9	.
COc1ccccc1-c1cc(-c2ccccc2)nc(SC(C(N)=O)c2ccccc2)c1C#N (configuration not stated)	166.1	.
COC(=O)c1cc(C(=O)c2ccc(Cl)cc2Cl)cn1C	?	.
C#CCOCOCC#CCN(CC)CC	9.3	.
COc1cccc(-n2c(SC)nnc2-c2cnccn2)c1	5.6	-10.0
CCN(CC)CCOc1nc(C)nc2c1oc1ccccc12	-4.0	-7.2
CC(=O)[C@@H]1[C@@H]2C(=O)N(c3ccc(F)c(Cl)c3)C(=O)[C@@H]2C2c3ccccc3C=CN21 (some centres not stated)	4.3	22.4
Cc1cc(C(=O)NCc2cccnc2)no1	10.5	-2.0
CN(C)C(=O)COC(=O)/C=C/c1ccccc1[N+](=O)[O-]	-10.5	.
COc1ccc(C(=O)NC2CCN(C(=S)NCc3ccco3)CC2)cc1	8.3	.
Cc1cccc(-n2c(C)n[nH]c2=S)c1C	-10.9	.
O=c1cc(Cn2ccnc2)c2cc3c(cc2o1)CCC3	-7.8	-12.8
CCOC(=O)C(NC(C)=O)(Nc1ccc(S(=O)(=O)Nc2ccncn2)cc1)C(F)(F)F (configuration not stated)	-13.4	.
CCOC(=O)C1CCCN(C(=O)c2cc3c(=O)n4cccc(C)c4nc3n2C)C1 (configuration not stated)	.	-7.9
COc1ccc(CCN(C(=S)Nc2ccccc2)C2CC(=O)N(c3ccccc3)C2=O)cc1 (configuration not stated)	-1.7	.
COc1ccc(NC(=O)c2nc3nccc(C)n3n2)cn1	-7.9	.
CCn1ncc(C(=O)Nc2ccc(S(=O)(=O)N3CCCC3)cc2)c1C	-10.5	-8.9
COc1cc2c(cc1OC)CN(C(C)C(=O)N1CCc3ccccc31)CC2 (configuration not stated)	11.2	.
CCCC(=O)N(Cc1cc2ccccc2[nH]c1=O)c1ccccc1OC	12.0	-29.1

As a working copy, some entries already given.
SMILES	RmlCD inh mix	HIV RNase H inh
COc1cc2c(cc1OC)CN(C(C)C(=O)N1CCc3ccccc31)CC2 (configuration not stated)	11.2	.
CCCC(=O)N(Cc1cc2ccccc2[nH]c1=O)c1ccccc1OC	12.0	-29.1

Continued:
SMILES	RmlCD inh mix	HIV RNase H inh
COc1ccc2c(c1)c1nc3ccccc3nc1n2CC(=O)OC(C)C	-10.5	.
COCCCn1c(-c2ccc(OC)cc2)nc2nc3ccccc3nc21	.	-9.6
COCCNc1nc(C)cc(-c2cc(C(=O)NCc3ccccc3)on2)n1	-9.9	.
Cc1cc(C)nc(N(C#N)S(=O)(=O)c2ccccc2)n1	1.5	-19.6
COc1ccccc1C(=O)NN1C(=O)C2C3C=CC(O3)C2C1=O (configuration not stated)	-11.5	.
CC1CC(C)CN(C(=O)Cn2c(-c3nonc3N)nc3ccccc32)C1 (configuration not stated)	3.7	.
COc1ccc(C2CC(C(F)(F)F)n3nc(C(=O)NCc4c(C)nn(C)c4C)c(Cl)c3N2)cc1 (configuration not stated)	-12.7	-1.8
COC(=O)C1=C(C)N(c2ccc(C)c(C)c2)/C(=C/c2cccs2)C1=O	-6.0	.
CCOC(=O)c1c(CN2CCCCC2)oc2ccc(OC)cc12	5.9&-9.7	-15.8
O=C(c1ccc2c(c1)OCO2)N1CCNc2ccccc2C1	-21.1	-5.9
Cn1c(SCC#N)nnc1-c1cnccn1	6.6	.
COc1cc(NC(=O)Cn2nnc(-c3ccccc3N)n2)cc(OC)c1	4.1	-29.5
COC(=O)c1ccc(NC(=O)C2CC(=O)N(c3cc(C)ccc3C)C2)cc1 (configuration not stated)	-6.3	1.4
O=C(CCCNS(=O)(=O)c1cccc2nsnc12)NCc1ccccc1	-6.2	-16.7
O=C(COC(=O)c1ccncc1)Nc1cccc(Cl)c1	-10.2	.
COc1cc(N/C(=N/S(=O)(=O)c2ccccc2)c2ccccc2)ncn1	0.6	-2.7
Oc1ccccc1-c1nc(NCC2CCCO2)c2ccccc2n1 (configuration not stated)	-11.3	-14.0
Cn1c(SCc2ccccc2Cl)nnc1-c1cnccn1	-8.9	-11.0
CCOC(=O)c1c(NC(=O)c2nn(CC)cc2Br)c(C#N)nn1-c1ccccc1	-10.9	-31.7
CC(C)(C)OC(=O)N1CCN(c2ccc(CNC(=O)c3ccc(Cl)cc3)cc2)CC1	-5.8	.
CCOCCn1c(CCCO)nc2ccccc21	.	-7.6
Cc1cc(NC(=O)CN2C(=O)NC(C)(c3ccccc3)C2=O)no1 (configuration not stated)	1.4	.
O=[N+]([O-])c1ccccc1NCc1ccc(Cl)cc1	3.8	.
O=S(=O)(/N=C(/Nc1cc(N2CCOCC2)ncn1)c1ccc(F)cc1)c1ccccc1	6.7	-2.5
COc1cc(C2C(C(=O)c3ccco3)=C(O)C(=O)N2c2cc(C)on2)cc(Br)c1O (configuration not stated)	7.0	25.5

16 of these compounds, reformatted:
SMILES,RmlCD inh mix,HIV RNase H inh
COc1ccc2c(c1)c1nc3ccccc3nc1n2CC(=O)OC(C)C,-10.5,.
COCCCn1c(-c2ccc(OC)cc2)nc2nc3ccccc3nc21,.,-9.6
COCCNc1nc(C)cc(-c2cc(C(=O)NCc3ccccc3)on2)n1,-9.9,.
Cc1cc(C)nc(N(C#N)S(=O)(=O)c2ccccc2)n1,1.5,-19.6
COc1ccccc1C(=O)NN1C(=O)C2C3C=CC(O3)C2C1=O (configuration not stated),-11.5,.
CC1CC(C)CN(C(=O)Cn2c(-c3nonc3N)nc3ccccc32)C1 (configuration not stated),3.7,.
COc1ccc(C2CC(C(F)(F)F)n3nc(C(=O)NCc4c(C)nn(C)c4C)c(Cl)c3N2)cc1 (configuration not stated),-12.7,-1.8
COC(=O)C1=C(C)N(c2ccc(C)c(C)c2)/C(=C/c2cccs2)C1=O,-6.0,.
CCOC(=O)c1c(CN2CCCCC2)oc2ccc(OC)cc12,5.9&-9.7,-15.8
O=C(c1ccc2c(c1)OCO2)N1CCNc2ccccc2C1,-21.1,-5.9
Cn1c(SCC#N)nnc1-c1cnccn1,6.6,.
COc1cc(NC(=O)Cn2nnc(-c3ccccc3N)n2)cc(OC)c1,4.1,-29.5
COC(=O)c1ccc(NC(=O)C2CC(=O)N(c3cc(C)ccc3C)C2)cc1 (configuration not stated),-6.3,1.4
O=C(CCCNS(=O)(=O)c1cccc2nsnc12)NCc1ccccc1,-6.2,-16.7
O=C(COC(=O)c1ccncc1)Nc1cccc(Cl)c1,-10.2,.
COc1cc(N/C(=N/S(=O)(=O)c2ccccc2)c2ccccc2)ncn1,0.6,-2.7

Next results follow.
SMILES	RmlCD inh mix	HIV RNase H inh
O=C(CC1SC(=Nc2ccccc2)N(CCCO)C1=O)Nc1ccc(Cl)cc1 (configuration not stated)	9.7	14.5
COc1ccc(C)cc1NC(=O)CN(c1ccccc1F)S(C)(=O)=O	.	-9.0
COCCn1cnc2c1c(=O)n(CC(=O)c1ccc3c(c1)OCCO3)c(=O)n2Cc1ccccc1	.	2.1
COC(=O)c1ccc(N2C(=O)CC(N(C)Cc3ccccc3)C2=O)cc1 (configuration not stated)	11.8	-5.1
COc1ccc(C2=CSC3=NCCN23)cc1F	2.5	12.5
COC(=O)c1cc(C(=O)OC)n(Cc2ccc(Br)cc2)n1	-13.7	.
Cc1nc2cc(NC(=O)N3CC4(C)CC3CC(C)(C)C4)ccc2n1C (configuration not stated)	-15.5	2.6
Cc1cc(S(=O)(=O)N2CCCC2)c(C)s1	4.8	-27.6
CCCCn1c(CNC(C)=O)nc2ccccc21	-2.0	-4.0
Cc1ccc(-c2cc(N)n(Cc3ccc(Cl)cc3)n2)cc1	6.9	.
O=C(NNC(=O)c1cc(O)c(O)c(O)c1)NC1CCCCC1	-11.0	.
Cc1sc(NC(=O)c2ccco2)c(CN2CCCCC2)c1C	2.5	-1.3
O=C(Cc1ccccc1)Nc1c(C(=O)N2CCOCC2)cnn1-c1ccccc1	-10.7	-4.0
Cc1ccc(-c2nc(CSCC(=O)N3CCCC3)c(C)o2)cc1	-22.6	-7.4
Clc1ccc(-c2nnc(-c3ccc(Br)o3)o2)c(Cl)c1	-14.4	-3.0
Cc1cc(C)c(S(=O)(=O)NCC2CCC(C(=O)NCCCN3CCOCC3)CC2)c(C)c1 (configuration not stated)	6.9	-0.4
CNC(=O)CCn1nc(-c2ccc(Cl)cc2)c2ccccc2c1=O	5.7	-13.5
O=C(O)CCC(=O)c1cccc2ccccc12	-1.0	-3.5
Cc1ccc(N(CC(=O)NC2CCC(C)CC2)S(=O)(=O)c2cccnc2)cc1 (configuration not stated)	-9.7	-5.7
O=C(NCc1ccccn1)C1CCCN(S(=O)(=O)c2ccc(Br)cc2)C1 (configuration not stated)	-1.1	-19.1
CCn1c(CNc2cccc(Cl)c2)nnc1SCc1ccccc1	4.7	-8.2
CCOc1cc(NC(=O)c2ccco2)c(OCC)cc1NC(=O)COc1ccccc1	-21.4	52.4*
COc1ccc(/C=C2/N=C(c3cccs3)OC2=O)cc1OC(C)C	15.7	.
Cc1ccc(S(=O)(=O)N2CCCC2C(=O)Oc2ccccc2)cc1 (configuration not stated)	-7.6	-16.4
CCOC(=O)Cc1cc(=O)n2[nH]c(C)c(-c3ccc(Cl)cc3)c2n1	-12.9	.
SMILES	RmlCD inh mix	HIV RNase H inh
COc1cc2c(cc1O)[C@@H]1Cc3cc(OC)c(OC)cc3C(C2)N1C	5.7	.
CN1CCN(c2ccc(NC(=O)c3ccccc3Br)cc2)CC1	7.8	7.0
Cc1nc2sc(C(c3ccco3)N3CCN(c4cccc(Cl)c4)CC3)c(O)n2n1 (configuration not stated)	7.6	-11.5
COC(=O)c1cc(NC(=O)CC2SC(=Nc3ccccc3)N(CCc3c[nH]c4ccccc34)C2=O)cc(C(=O)OC)c1 (configuration not stated)	?	.
COc1ccc(C(=O)Nc2c(N)nc(SCC(=O)N3CCCCCC3)[nH]c2=O)cc1OC	7.7	-3.0
Cc1noc(C)c1COC(=O)CCc1nc2ccccc2s1	9.4	-66.0
Cc1n[nH]c(C)c1S(=O)(=O)N1CCCC(C(=O)NCC2COc3ccccc3O2)C1 (configuration not stated)	3.6	-20.4
c1ccc(-n2nnc(-c3nccs3)n2)cc1	-5.2	.
CCO[C@H]1OC(C(=O)NCc2ccccc2)=C[C@@H](c2ccc(C(F)(F)F)cc2)[C@@H]1CCCO	-10.0	.
CCCc1cc(=O)oc2c(C)c3occ(C)c3cc12	.	-25.1
Cc1cc(NC(=O)CSc2nnc(COc3ccccc3)o2)no1	3.0	-6.5
O=C(COc1ccc(Br)cc1)OCc1nnc(-c2ccccc2)o1	-7.7	-11.2
COc1cccc(OCCCN2CCN(S(=O)(=O)c3ccc(NC(C)=O)cc3)CC2)c1	4.7	.
O=C(c1ccco1)N1CCN(Cc2ccc(Cl)cc2)CC1	-13.8	-10.3
O=C(N1CCCCC1)N1CCN(C(=O)N(c2ccccc2)c2ccccc2)CC1	5.4	0.2
CCOc1ccc(-c2cc(C(=O)N3CCN(c4ccccn4)CC3)c3ccccc3n2)cc1	-11.2	-3.3
CN1CC(c2ccccc2)C2(SC(=S)N(Cc3ccco3)C2=O)C12C(=O)Nc1ccccc12 (configuration not stated)	62.4	.
